SKKanGAS inh: inhibitors of SKKanGAS S. pyogenes growth in kanamycin (SK-promoter or general growth effect); BacTiter-Glo, 6 h; inhibition, % at 7.5 µM; 1.3% of 300,000 active; AID 1662;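 active means mean replicate score, as percent of positive control median, at least 50; inconclusive means mean below 50 but one replicate at or above 50; inactive means mean and every replicate below 50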;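 further: strain carries kanamycin resistance gene driven by streptokinase promoter and grows in 40 µg/ml kanamycin; loss of luminescence reflects streptokinase promoter inhibition or plain growth inhibition; 0% = median of DMSO wells and 100% = positive control at its reference dose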
RGS4 inh: inhibitors of human RGS4; B-score at 10 µM; P49798; HEK293 M3R/RGS4 inducible, Fluo-4 calcium flux; stronger effect = higher value; triggered by carbachol at its EC20; AID 463165; 0.45% of 310,000 active;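 active means B-score, a plate-corrected calcium signal, over three deviations above library mean, with baseline fluorescence within five deviations of library mean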;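 further: RGS4 expression induced by doxycycline in cells with stable M3 receptor; B-score is computed from the integrated fluorescence ratio over baseline after carbachol; higher B-score means a larger calcium signal and so more RGS4 inhibition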
KCNQ1 pot: potentiates or activates the human KCNQ1 potassium channel. 0.35% of 310,000 active. AID 2648. CHO-K1 KCNQ1, thallium flux FluxOR fluorescence; stronger effect = higher value. B-score at 10 µM. P51787;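 active means fluorescence ratio B-score, a plate-corrected score, at least three library SD, with initial intensity B-score within 5 SD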
Target sequence (P51787 whole entry, looked up): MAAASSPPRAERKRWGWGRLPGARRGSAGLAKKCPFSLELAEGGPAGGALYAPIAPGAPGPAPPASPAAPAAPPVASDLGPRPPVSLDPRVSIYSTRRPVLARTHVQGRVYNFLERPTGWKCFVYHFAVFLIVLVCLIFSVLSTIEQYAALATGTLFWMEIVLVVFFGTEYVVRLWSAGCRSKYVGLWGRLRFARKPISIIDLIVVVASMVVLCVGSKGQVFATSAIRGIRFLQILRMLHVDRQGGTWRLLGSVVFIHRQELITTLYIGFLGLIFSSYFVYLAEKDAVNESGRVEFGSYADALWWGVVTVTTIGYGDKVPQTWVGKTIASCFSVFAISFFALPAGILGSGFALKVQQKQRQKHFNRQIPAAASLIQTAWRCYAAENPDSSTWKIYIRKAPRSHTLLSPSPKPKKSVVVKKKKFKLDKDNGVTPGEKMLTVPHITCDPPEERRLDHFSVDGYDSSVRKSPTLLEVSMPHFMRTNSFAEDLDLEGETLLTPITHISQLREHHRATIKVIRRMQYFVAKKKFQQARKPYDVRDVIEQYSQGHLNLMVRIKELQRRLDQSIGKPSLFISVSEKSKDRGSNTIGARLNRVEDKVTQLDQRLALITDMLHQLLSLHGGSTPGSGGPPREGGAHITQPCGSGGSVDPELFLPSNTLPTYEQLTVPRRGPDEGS
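System: Stable KCNQ1 CHO-K1 line | Incubation: 90 min dye loading and 20 min compound exposure, both at room temperature | Measure: Ratio B score | Medium: Assay buffer for compound exposure, DMSO matched across wells | Compound dosing: Single-concentration screen | Probe or stimulus: K+/Tl+ depolarizing stimulus | Measured by: Kinetic FluxOR fluorescence, 10 s baseline plus 110 s post-stimulus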
KCNK3 inh: human KCNK3 channel inhibition, primary screen. 0.84% of 340,000 active. B-score at 10 µM. CHO-KCNK3 thallium flux, FluxOR fluorescence; stronger effect = lower value. O14649. AID 602410;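 active means B-score under library mean minus 4 SD, starting fluorescence ratio at most library mean plus 5 SD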;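 further: more negative B-score means stronger inhibition of thallium flux through KCNK3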
ANO1 activ: activators or potentiators of mouse TMEM16A chloride channel. AID 623877. Q8BHY3. B-score at 10 µM. HEK293 TMEM16A/YFP-H148Q/I152L, iodide quench fluorescence; stronger effect = lower value. 0.3% of 340,000 active;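 active means fluorescence-ratio B-score plate-corrected deviation score at least 3 library SD below zero, with starting fluorescence score within 5 deviations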;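 further: channel opened by trigger with iodide after compound preincubation; score built on the fluorescence ratio of max minus min over baseline; more negative score means more quench and so TMEM16A activation or potentiation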
KCNK9 block: inhibitors of human KCNK9 two-pore domain potassium channel; Q9NPC2; HEK293 KCNK9, FluxOR thallium flux fluorescence; stronger effect = lower value; B-score at 10 µM; 1.2% of 310,000 active;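 active means ratio B-score over 3 SD below the library mean, with starting fluorescence within 5 SD of its mean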;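 further: negative B-score means less thallium flux so channel inhibition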
Target sequence (Q9NPC2 whole entry, looked up, the tested form may be a part): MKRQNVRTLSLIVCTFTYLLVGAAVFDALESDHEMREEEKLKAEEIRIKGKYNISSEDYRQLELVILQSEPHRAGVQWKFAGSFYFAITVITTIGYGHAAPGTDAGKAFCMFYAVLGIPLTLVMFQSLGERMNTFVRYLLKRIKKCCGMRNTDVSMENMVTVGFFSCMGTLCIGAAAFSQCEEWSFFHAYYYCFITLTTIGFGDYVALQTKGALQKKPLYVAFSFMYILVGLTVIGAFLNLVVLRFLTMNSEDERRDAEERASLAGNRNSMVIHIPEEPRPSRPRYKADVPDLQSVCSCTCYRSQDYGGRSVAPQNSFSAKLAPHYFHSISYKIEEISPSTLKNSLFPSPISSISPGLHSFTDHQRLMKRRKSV
TMEM16A inh: blocks the mouse calcium-activated chloride channel TMEM16A | Q8BHY3 | normalized B-score (activity score, 25-100; higher = stronger inhibition) at 10 µM | HEK293 TMEM16A/YFP iodide influx fluorescence, ionomycin | 1.2% of 310,000 active;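 active means ratio plate-corrected score three or more library SD toward inhibition, starting fluorescence score within five deviations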;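 further: score derived from kinetic fluorescence span divided by baseline fluorescence per well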
RGS4 pot: potentiators or activators of RGS4; HEK293 M3R/inducible RGS4, carbachol calcium flux Fluo4; stronger effect = lower value; B-score at 10 µM; 0.92% of 310,000 active; AID 463111;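 active means B-score of the integrated calcium signal more than 4 SD below the library mean, with starting fluorescence not abnormally high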;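 further: negative B-score means reduced calcium response which marks RGS4 activation or potentiation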
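System: HEK293 FlpIn-TREx cells, stable M3R, doxycycline-inducible RGS4. Timing: overnight RGS4 induction, 30 min dye load 37 °C, 20 min compound RT. Also added: carbachol, ECmax concentration. Measured by: Fluo4 fluorescence kinetic imaging of calcium. Evaluation: integrated calcium ratio converted to B score.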
hERG protect: hERG (human) protection from proarrhythmic block. 0.51% of 310,000 active. Q12809. CHO-hERG, FluxOR thallium flux, dofetilide IC70 present. activation (rescue from dofetilide block), less the hit threshold, % at 10 µM;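 active means activation above the mean of controls blocked by dofetilide plus 5 SD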;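 further: thallium influx through hERG after potassium depolarization seen as dye fluorescence rise; in these data hits start at about 4.7%; inactives centre near -7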
HDAC3 inh: inhibitors of human histone deacetylase 3. recombinant HDAC3, fluorogenic peptide/trypsin coupled, fluorescence. inhibition, % at 8.3 µM. 0.15% of 320,000 active; in the data active means inhibition above about 26%, passing the limit was not always enough; inconclusive means no clear call, values can overlap the other calls
KCNQ1 inh: blocks the human KCNQ1 potassium channel; 1.3% of 310,000 active; CHO-K1 KCNQ1, FluxOR thallium flux fluorescence; stronger effect = higher value; B-score at 10 µM; P51787; AID 2642;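 active means compounds whose thallium flux B-score, printed positive for inhibition, exceeds three library SD while starting fluorescence stays within three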;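 further: channel opened by potassium depolarization with thallium stimulus after 20 min compound exposure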
An asterisk follows results filed as active; i = inactive; ? = inconclusive; . = no result given.

SMILES | SKKanGAS inh | RGS4 inh | KCNQ1 pot | KCNK3 inh | ANO1 activ | KCNK9 block | TMEM16A inh | RGS4 pot | hERG protect | HDAC3 inh | KCNQ1 inh
C/C=C/C(=O)OCc1csc(CC(=O)Nc2ccccc2C)n1 | 2 | i | i | i | i | i | i | i | -6 | 1 | i
COc1cc2nc(NCCCN3CCN(C)CC3)n3nc(-c4ccccc4)nc3c2cc1OC | 1 | i | i | i | i | i | i | i | -5 | 9 | i
CCOc1ccc(OCC(=O)Nc2ccc(S(=O)(=O)Nc3cc(C)nc(C)n3)cc2)cc1 | -4 | i | i | i | i | i | i | i | -5 | 2 | i
Cc1cccc(N(CC(=O)NCc2ccco2)C(=O)CCC(=O)Nc2ccccn2)c1 | -5 | i | i | i | i | i | . | i | -4 | . | i
CCCCCCCCCCSc1n[nH]c(N)n1 | 4 | i | i | i | i | i | i | i | -5 | 9 | i
Cc1cccc(CCNC(=O)CC2C(=O)NCCN2Cc2ccccc2C)n1 (stereo not drawn) | ? | i | i | i | i | i | i | i | -9 | 5 | i
CCN(CC)C(=O)CSc1ccccc1N | -3 | i | i | i | i | i | i | i | -5 | -2 | i
CN(C)S(=O)(=O)c1ccc(N2CCCC2)c(C(=O)NNC(=O)COc2ccccc2F)c1 | 6 | i | i | i | i | i | i | i | -8 | -5 | i
CCc1nnc(NS(=O)(=O)c2ccc(NC(=O)c3cccc([N+](=O)[O-])c3)cc2)s1 | 1 | i | i | i | i | i | i | i | -7 | 0 | i
O=C(CCn1cccc1)NCc1ccc2c(c1)OCO2 | -10 | i | i | i | i | i | i | i | -8 | 1 | i

Part of the list above in order of length of the SMILES, largest number first.
SMILES | SKKanGAS inh | RGS4 inh | KCNQ1 pot | KCNK3 inh | ANO1 activ | KCNK9 block | TMEM16A inh | RGS4 pot | hERG protect | HDAC3 inh | KCNQ1 inh
CN(C)S(=O)(=O)c1ccc(N2CCCC2)c(C(=O)NNC(=O)COc2ccccc2F)c1 | 6 | i | i | i | i | i | i | i | -8 | -5 | i
CCOc1ccc(OCC(=O)Nc2ccc(S(=O)(=O)Nc3cc(C)nc(C)n3)cc2)cc1 | -4 | i | i | i | i | i | i | i | -5 | 2 | i
COc1cc2nc(NCCCN3CCN(C)CC3)n3nc(-c4ccccc4)nc3c2cc1OC | 1 | i | i | i | i | i | i | i | -5 | 9 | i
O=C(CCn1cccc1)NCc1ccc2c(c1)OCO2 | -10 | i | i | i | i | i | i | i | -8 | 1 | i
CCCCCCCCCCSc1n[nH]c(N)n1 | 4 | i | i | i | i | i | i | i | -5 | 9 | i
CCN(CC)C(=O)CSc1ccccc1N | -3 | i | i | i | i | i | i | i | -5 | -2 | i

(further entries)
SMILES | SKKanGAS inh | RGS4 inh | KCNQ1 pot | KCNK3 inh | ANO1 activ | KCNK9 block | TMEM16A inh | RGS4 pot | hERG protect | HDAC3 inh | KCNQ1 inh
Cc1c(C(=O)N2CCN(c3ccccc3F)CC2)sc2ncn(CC(=O)N3CCOCC3)c(=O)c12 | 1 | i | i | i | i | i | i | i | -4 | 1 | i
CN1CCN(C(=O)c2cc(-c3cccc(Cl)c3)on2)CC1 | 15 | i | i | i | i | i | i | i | -1 | 3 | i
CCOC(=O)N1CCN(C(=O)c2cc3n(n2)C(C(F)(F)F)CC(c2ccc4c(c2)OCO4)N3)CC1 (stereo not drawn) | 54* | i | i | i | i | i | i | i | -14 | -2 | i
COc1ccccc1NC1=C(C)C(=O)CC1 | -3 | i | i | i | i | i | i | i | -9 | 5 | i
Cc1ccc(Oc2c(CO)c(-c3ccccc3)nn2C)cc1 | 5 | i | i | i | i | i | i | i | -9 | 2 | i
O=C(NCCC1=CCCCC1)C(=O)NCC1OCCCN1S(=O)(=O)c1ccc(F)cc1 (stereo not drawn) | -3 | i | i | i | i | i | i | i | -4 | -2 | i
c1ccc(C2=NNC(c3ccccn3)=NN2)nc1 | 4 | i | i | i | i | i | i | i | -6 | 10 | i
Cc1oc(-c2ccccc2Cl)nc1CS(=O)CC(=O)NCc1ccccc1Cl (stereo not drawn) | -1 | i | i | i | i | i | i | i | -12 | -3 | i
CCOC(=O)c1c(C)[nH]c(C(=O)C(C)Cl)c1C (stereo not drawn) | -4 | i | i | i | i | i | i | i | -6 | 2 | i
Cc1cc2c(c(=O)n1C)C(C(C)C)C(C#N)=C(N)O2 (stereo not drawn) | -1 | i | i | i | i | i | i | i | -3 | -9 | i
CCC(=O)Oc1ccc2c(C)cc(=O)oc2c1C | -15 | i | i | i | i | i | i | i | -5 | -3 | i
Cc1nn(-c2ccccc2)c2nc(-c3ccccc3)cc(C(=O)N3CCOCC3)c12 | -3 | i | i | i | i | i | i | i | -11 | 2 | i
Cc1ccc(CCNC(=O)Cc2ccc(NC3=NC4CS(=O)(=O)CC4S3)cc2)cc1 (stereo not drawn) | -3 | i | i | i | i | i | i | i | -7 | 2 | i
O=C(CN(Cc1ccc(Cl)cc1)C(=O)CNS(=O)(=O)c1ccc(F)cc1)NCC1CCCO1 (stereo not drawn) | 20 | i | i | i | i | i | i | i | -7 | 5 | i
CCn1c(C)cc(/C=C2/NC(=O)N(c3ccccc3)C2=O)c1C | 17 | i | i | i | i | i | i | i | -14 | . | i
O=C(c1cc(COc2ccc(F)cc2Cl)on1)N1CCC(OCc2cccnc2)CC1 | -17 | i | i | i | i | i | i | i | -8 | 1 | i
Cc1cc(C)cc(NC(=O)C(OC(=O)C2=COCCO2)c2ccccc2)c1 (stereo not drawn) | -6 | i | i | i | i | i | i | i | -10 | 2 | i
CN(CCc1ccccn1)C(=O)CN(C)S(=O)(=O)c1ccc2c(c1)c(=O)n(C)c(=O)n2C | 1 | i | i | i | i | i | i | i | -6 | -5 | i
c1ccc(Cn2c(SCCN3CCOCC3)nnc2-c2cccnc2)cc1 | 1 | i | i | i | i | i | i | i | -5 | . | i
Cc1ccc(NC(=O)Cn2cnc3cc([N+](=O)[O-])ccc3c2=O)cc1 | -1 | i | i | i | i | i | i | i | -19 | 1 | i
CCOC(=O)CCSc1nc(N2CCOCC2)c2c(c1C#N)CC(C)(C)OC2 | 3 | i | i | i | i | i | i | i | -1 | 3 | i
O=C(CN1C(=O)/C(=C/c2ccco2)SC1=S)Nc1ccc(O)c(C(=O)O)c1 | 7 | i | i | i | i | i | i | i | -3 | ? | i
CC(C)[C@H](NC(=O)OC(C)(C)C)c1nnc(SCc2cccc(F)c2)o1 | -16 | i | i | i | i | i | i | i | -13 | 3 | i
COc1ccccc1/C=N/NC(=O)c1ccc(N(C)S(=O)(=O)c2ccccc2)cc1 | -3 | i | i | i | i | i | i | i | -6 | 0 | i
Cc1ccc2cc(CN(c3ccccc3C)S(=O)(=O)c3ccccc3)c(=O)[nH]c2c1 | -2 | i | i | i | i | i | i | i | -3 | 5 | i
N#Cc1cccc(OC(=O)c2ccc3c(=O)n4c(nc3c2)CCC4)c1 | 6 | i | i | i | i | i | i | i | -13 | -2 | i
O=C(C1CC(=O)N(C2CCCC2)C1)N1CCN(c2cccc(Cl)c2)CC1 (stereo not drawn) | -3 | i | i | i | i | i | i | i | -9 | -1 | i
CC1SCC(=NOCc2ccccc2)CS1 (stereo not drawn) | 1 | i | i | i | i | i | i | i | -4 | 0 | i
O=C(CCCCl)Oc1ccc2cc(-c3ccc4ccccc4n3)c(=O)oc2c1 | -14 | i | i | i | i | i | i | i | -10 | -3 | i
CCN1CCN(c2ccc(NC(=O)c3cccc(OCc4ccccc4)c3)cc2)CC1 | 1 | i | i | i | i | i | i | i | -17 | -4 | i
CCN(CC)CCCNC(=O)Cn1ncn2cccc2c1=O | 6 | i | i | i | i | i | i | i | -8 | -10 | i
CCc1nnc(NC(=O)CSc2nnc(-c3ccccc3O)n2-c2ccc(C)cc2)s1 | -1 | i | i | i | i | i | i | i | -7 | -4 | i
Cn1c(=O)oc2cc(S(=O)(=O)N3CCC(C(=O)NCc4ccccc4)CC3)ccc21 | -6 | i | i | i | i | i | i | i | -13 | -7 | i
c1ccc(N2CCN(c3c4c(nc5ncnn35)CCC4)CC2)cc1 | 1 | i | i | i | i | i | i | i | -11 | 4 | i
CCN(CC)c1ccc2nc3c4ccccc4c(=O)cc-3oc2c1 | 3 | i | i | . | . | i | i | i | -2 | -1 | i
Cc1ccc(N(C(C)C(=O)O)S(=O)(=O)c2c(C)n[nH]c2C)cc1 (stereo not drawn) | -3 | i | i | i | i | i | i | i | -7 | -3 | i
Cc1ccc(-n2c(C)cc(=O)cc2C)cc1[N+](=O)[O-] | 6 | i | i | i | i | i | i | i | -2 | -3 | i
Cc1ccc(CNC(=O)c2ccccc2SCC(=O)NCC2CCCCC2)cc1 | 0 | i | i | i | i | i | i | i | -12 | 11 | i
COc1ccc(NC(=O)CN2CCN(CC(=O)Nc3ccccc3Cl)CC2)c(OC)c1 | 2 | i | i | i | i | i | i | i | -17 | -7 | i
C/C(=N\NC(=O)c1ccc(N)cc1)C1CC1 | -2 | i | i | i | i | i | i | i | -14 | 1 | i
COc1ccc(OC)c(NC(=O)CCC(=O)N(Cc2ccc(OC)c(OC)c2)c2nccs2)c1 | 6 | i | i | i | i | i | i | i | -10 | -3 | i
O=c1[nH]c(NC2CCCCC2)c([N+](=O)[O-])c(=O)[nH]1 | 1 | i | i | i | i | i | i | i | -6 | 4 | i
Cc1oc(-c2cc(F)ccc2F)nc1CN1CCN(C)C(=O)[C@@H]1C | -8 | i | i | i | i | i | i | i | -3 | -2 | i
Cc1ccc2c(c1)cc(CN(Cc1ccc3c(c1)OCO3)S(=O)(=O)c1ccccc1)c1nnnn12 | 3 | i | i | i | i | i | i | i | -11 | -6 | i
Cc1ccc(CN2CCCN(Cc3c(F)cccc3Cl)S2(=O)=O)cc1 | 29 | i | i | -10* | . | -14* | i | i | -5 | 4 | i
COc1ccc(Cc2nnc(-c3cccc(C)c3)o2)cc1OC | 4 | i | i | i | i | i | i | i | -12 | 5 | i
